Screening results: PubChem BioAssay, National Center for Advancing Translational Sciences (NCATS)
TCR act = activators of T cell receptors; primary human leukocytes, anti-CD3, IL-2 HTRF, 48 h; Potency, µM (series often up to 9.22 µM), without a hit: at the top dose activation of IL-2 secretion, most hits filed as activators; 330,000 tested, under 10 active; note: % of control where 0% means no effect
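IL-2 release read by HTRF sandwich (Eu cryptate donor, d2 acceptor, 665 nm emission) after 48 hr exposure of primary human leukocytes to compound together with anti-CD3 beads in the absence of co-stimulatory signals.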
BRCA1 expr act = activators of BRCA1 expression | 1.1% of 380,000 active | MCF7-BRCA1-FFLuc reporter, luminescence, 48 h; response scale: scaled: vehicle 0%, 10 µM genistein 100% | Potency, µM (series often up to 46.1 µM), inactives show top-dose activation, usual class: activators; note: potency is the fitted concentration of half-maximal effect; nearly all actives have a fitted effect of over 80% in size; some results filed as inactive show a strong effect at the top dose
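Luminescence from a BRCA1-driven firefly luciferase in MCF7 cells was read after 48 h compound exposure at 37 C. Data normalized against DMSO and a 10microM genistein activation control, then curve-fitted across the titration.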
a7 integrin act = integrin-mediated muscular dystrophy alleviation activation; 0.064% of 350,000 active; AID 624291; Potency, µM (top dose mostly 38.3 µM), for the others: top-dose activation, actives largely listed as activators; alpha7betagal myoblasts, beta-gal FDG fluorescence, 48 h;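 note: potency is the fitted concentration of half-maximal effect; 100% = response of the positive control SU9516; nearly all actives have a fitted effect of over 60% in size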
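Alpha7betagal+/- myoblasts (passage 13) were plated 16-24 hr, then exposed to compounds (1:260 dilution of DMSO stock) for 48 hours at 37C. After MPER lysis, β-galactosidase reporter activity was read as FDG fluorescence (ex 480/em 540) after 30 minutes.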
TSG101-PTAP inh = blocks PTAP/TSG101 interaction to inhibit HIV-1 budding. Fluorescence polarization, FITC-PTAP peptide / Tsg101 binding. Q99816. 340,000 tested, under 10 active. Potency, µM (series often up to 115 µM), for the others: top-dose activity change, negative = inhibition, hits mostly inhibitors; active = well fitted inhibition curve with a large enough effect in the main read-out, with a control signal flat, not every such curve was filed as active; inconclusive = small, poorly fitted or top-dose-only effect, or effect the other way, or a change in a side signal; inactive = no such curve, though single readings can be large or run the other way; note: potency is the fitted concentration of half-maximal effect; % of control where 0% means no effect
Target sequence (Q99816 whole entry, looked up): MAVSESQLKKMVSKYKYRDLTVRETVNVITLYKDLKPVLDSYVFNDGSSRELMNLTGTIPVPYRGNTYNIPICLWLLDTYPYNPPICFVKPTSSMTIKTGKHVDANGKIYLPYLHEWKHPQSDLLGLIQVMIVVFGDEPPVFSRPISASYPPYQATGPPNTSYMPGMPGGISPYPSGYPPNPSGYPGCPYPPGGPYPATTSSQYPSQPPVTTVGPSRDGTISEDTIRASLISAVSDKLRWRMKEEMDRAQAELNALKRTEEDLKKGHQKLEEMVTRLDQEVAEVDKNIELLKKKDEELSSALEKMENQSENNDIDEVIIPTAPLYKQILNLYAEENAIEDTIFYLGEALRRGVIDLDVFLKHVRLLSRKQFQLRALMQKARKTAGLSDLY
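Tsg101 binding domain (10 uM final) was mixed with compound and a FITC-labeled PTAP peptide (50 nM final) in HEPES pH 7.5 buffer with NaCl, Tween 20, EDTA and TCEP; fluorescence polarization was read after 20 min at r.t.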
CXXC DNA block = blocks binding of human MLL CXXC domain to DNA | Q03164 | MLL-CXXC / FITC-HOXA9 DNA fluorescence polarization | Potency, µM (doses to about 115 µM), without a hit: at the highest dose activity change, negative = inhibition, hits mostly inhibitors | 0.037% of 290,000 active | AID 2662; active = well fitted inhibition curve with a large enough effect in the polarisation, with a control signal flat, not every such curve was filed as active; inconclusive = small, poorly fitted or top-dose-only effect, or effect the other way, or a change in a side signal; inactive = no such curve, though single readings can be large or run the other way; the % refers to the polarisation; note: potency is the fitted concentration of half-maximal effect
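Fluorescence polarization: 7 uM MLL-CXXC (stock) preincubated 5 min with compounds, then 50 nM fluorescein-HOX-A9 DNA (stock) added; 30 min ambient. Buffer 50 mM Tris-HCl pH 7.5, 50 mM NaCl, 1 mM DTT, 0.05% BSA.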
ELG1 repair inh = blocks ELG1-dependent DNA repair in HEK293T cells; HEK293T ELG1-luciferase reporter, luminescence, 16 h; DNA damage induced by 5-fluorouridine; Potency, µM (doses to about 46.1 µM), for inactives: top-dose activity change, negative = inhibition, usual class: inhibitors; 2.3% of 330,000 active; note: potency is the fitted concentration of half-maximal effect; % is set by controls: 0 for no effect and ±100 for the full control effect; nearly all actives have a fitted effect of over 55% in size
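In this reporter screen, reduction of luminescence relative to DMSO vehicle indicated activity. Compounds and 5-fluorouridine were added together to 2,000 cells per well, incubated for 16 hr at 37 °C, then developed with ONE-Glo.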
AT treatment = potential ataxia-telangiectasia treatments restoring KAP-1 phosphorylation; […] A-T fibroblasts, KAP-1 phosphorylation AlphaLISA; neocarzinostatin DNA damage 30 min before lysis; Potency, µM (titrated, usually from 57.5 µM), inactives show top-dose activation, usual class: activators; 0.19% of 320,000 active; AID 485349; note: potency is the fitted concentration of half-maximal effect; % of control where 0% means no effect; nearly all actives have a fitted effect of over 45% in size
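ATM-like activity read as KAP-1 phosphorylation via AlphaLISA donor/acceptor antibody pairs after lysis and 6 hr at 25C. Cells were ATM-null patient fibroblasts ([…], hTERT), dosed 60 min, then exposed to the DSB inducer NCS for 30 min.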
TRPV1 ag = human TRPV1 agonism. Q8NER1. TRPV1-expressing cells, Fluo-8 calcium influx, agonist mode. activation, % at 8.33 µM. 0.19% of 320,000 active. AID 540275; in the data active = activation above about 80%; inconclusive = between about 30% and that limit; note: 0% is about no effect
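Fluo-8 calcium influx in TRPV1-expressing cells, kinetic read (ex 480/em 520 nm). Compound added and read 3 min for agonist activity, followed by capsaicin at EC20 final and 2 min further read for enhancement.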
p53 reactivation = mutant p53 re-activation in reporter cells. Potency, µM (series often up to 92.2 µM), inactives show top-dose activity change, positive = activation, usual class: activators. H1299 p53-A138V BP100-luciferase reporter, luminescence, 24 h. 0.063% of 320,000 active; note: potency is the fitted concentration of half-maximal effect; % of control where 0% means no effect; nearly all actives have a fitted effect of over 45% in size
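H1299 (p53-null), stable ts p53-A138V + BP100-Luc; 1000 cells/well, Opti-MEM/10% FBS; cpd 4 pt, 1:5; 24 h, 37 deg C, 5% CO2; detection reagent 10 min RT; luminescence.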
B2AR arrestin = agonists driving beta-arrestin recruitment to human beta2-adrenergic receptor | P07550 | beta-arrestin recruitment to beta2AR, cell-based reporter | Potency, µM (highest dose often 46.1 µM), inactives show at the highest dose activation, actives largely listed as activators | 0.02% of 330,000 active | AID 492947;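 note: potency is the fitted concentration of half-maximal effect; 0% = DMSO controls and full agonism = EC100 isoproterenol or metaproterenol; nearly all actives have a fitted effect of over 65% in size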
Target sequence (P07550 whole entry, looked up): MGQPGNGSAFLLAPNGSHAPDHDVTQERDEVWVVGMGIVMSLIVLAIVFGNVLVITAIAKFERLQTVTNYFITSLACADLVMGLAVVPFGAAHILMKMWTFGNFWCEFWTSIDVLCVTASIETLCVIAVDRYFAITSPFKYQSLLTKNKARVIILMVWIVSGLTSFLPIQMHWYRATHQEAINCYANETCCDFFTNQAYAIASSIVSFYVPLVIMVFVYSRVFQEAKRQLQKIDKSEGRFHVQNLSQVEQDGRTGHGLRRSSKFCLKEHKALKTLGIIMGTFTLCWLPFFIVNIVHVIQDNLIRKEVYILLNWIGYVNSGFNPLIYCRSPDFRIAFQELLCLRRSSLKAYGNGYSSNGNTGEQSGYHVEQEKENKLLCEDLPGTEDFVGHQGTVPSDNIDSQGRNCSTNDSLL
* = called active by the depositor; ? = inconclusive; nt = not tested or not shown; [ ] = another dose, or the depositor's remark. Unless noted, calls come from the whole dose curve; as a rule, active = well fitted curve in the direction sought with a large enough effect; inconclusive = small, poorly fitted or top-dose-only effect, or another doubt; inactive = no such curve, though single readings can be large; an effect the other way counts as inactive or inconclusive.

| nr | SMILES | TCR act | BRCA1 expr act | a7 integrin act | TSG101-PTAP inh | CXXC DNA block | ELG1 repair inh | AT treatment | TRPV1 ag | p53 reactivation | B2AR arrestin |
| --- | --- | --- | --- | --- | --- | --- | --- | --- | --- | --- | --- |
| 1 | COc1cccc(NC(=O)c2ccnc(N3CCC(C(=O)NCc4ccccc4OC)CC3)c2)c1 | -3% | 68% | -6% | 3% | 10% | -1% | -6% | 6 | ? | 0.2% |
| 2 | CCSc1nsc(NC(=O)Nc2cccc(F)c2)n1 | -1% | -53% | -70%[inhibitor] | -4% | 3% | ? | 10% | ? | nt | 0.0% |
| 3 | COc1ccc(S(=O)(=O)N(CCCN2CCCC2=O)Cc2cc3c(C)cc(C)cc3[nH]c2=O)cc1 | 2% | -12% | -2% | -4% | -2% | ? | -18% | 0 | -6% | 0.3% |
| 4 | Cc1sc2ncnc(SCC(=O)N3CCCC3=O)c2c1C | -3% | 5% | 0% | -3% | 1% | 16% | 3% | -1 | 18% | 0.0% |
| 5 | CC(=O)c1c(C)nc(-c2ccc(Cl)cc2)nc1N=CN(C)C | 8% | 0% | -1% | -3% | 0% | ? | nt | 1 | ? | -0.8% |
| 6 | Cc1ccnc(SCCn2c(N3CCCCC3)nc3c2c(=O)[nH]c(=O)n3C)n1 | nt | nt | nt | nt | -9% | 6% | 12% | -3 | -2% | 0.3% |
| 7 | Cc1ccc(NC(=O)CN2C(=O)CNC2=O)cc1 | 9% | 3% | -12% | 1% | -13% | -21% | -2% | -5 | -4% | -0.5% |
| 8 | CC1CCCC(C)N1C(=O)COC(=O)c1ccc([N+](=O)[O-])o1 (stereo not given) | -4% | -2% | 36% | -3% | nt | 13% | 16% | nt | 19% | -0.3% |
| 9 | COc1cccc(Nc2ccc([N+](=O)[O-])c3nonc23)c1 | 2% | -6% | 21% | -3% | -2% | ? | 2% | 0 | nt | 0.0% |
| 10 | CC(=O)Nc1ccc(NC(=O)Nc2cc(C)cc(C)c2)cc1 | -5% | -4% | 8% | 2% | 0% | 20% | -2% | ? | 2% | 0.4% |
| 11 | Cc1cc(N2CCOCC2)n2nc(-c3cccc(F)c3)cc2n1 | 0%[46.1 µM] | -52% | 4% | -7% | 1% | -23% | 3% | 5 | -17% | -0.7% |
| 12 | O=C(OCC(F)(F)F)c1cccc(COc2ccc3ccccc3c2)c1 | -2% | ? | 10% | -6% | 0% | ? | -6% | 0 | -9% | -0.4% |
| 13 | CCOC(=O)CN(C(=O)CNC(=O)c1cccs1)C(C(=O)NC1CCCCC1)c1cccs1 (stereo not given) | -6%[46.1 µM] | 2% | -45% | -7% | -1% | ? | -4% | 11 | 21% | -0.2% |
| 14 | O=C1c2ccccc2C(=O)C1c1ccncc1 | -4% | 24% | 21% | -1% | -5% | ? | -4% | 2 | ? | 0.1% |
| 15 | O=C(CN1CCN(c2ccc(F)cc2)CC1)Nc1ccc(F)c(F)c1 | 6% | -14% | 18% | -2% | -2% | 2% | -3% | 1 | 4% | -0.1% |
| 16 | CCN1C(=O)[C@H]2[C@@H](c3ccc(C)cc3)N3C(=O)N(c4ccc(C)cc4)C(=O)[C@@]3(C)[C@H]2C1=O | 10% | 7% | -20% | nt | 2% | 21% | -6% | 1 | nt | 0.4% |
| 17 | N#C/C(C(=O)NCCc1ccccc1)=C1/N=C(NC(=O)c2cccs2)c2ccccc21 | -9%[46.1 µM] | -66% | -2% | -2% | 3% | ? | nt | -4 | 7% | 11% |
| 18 | COC(=O)c1cc(CNC(=O)c2ccc(O)c(Cl)c2)ccc1OC | 1%[46.1 µM] | -2% | 14% | -8% | 1% | 5% | -2% | 4 | -4% | -1.5% |
| 19 | Cc1cccc2sc(NC(=O)CSc3nnnn3C)nc12 | 5% | 1% | 0% | -4% | -8% | 9% | -3% | 0 | -5% | -0.9% |
| 20 | O=C(O)c1ccc(Oc2ccc(C(F)(F)F)cn2)cc1 | 2% | 24% | 16% | -2% | 2% | ? | 7% | 2 | 12% | 0.2% |
| 21 | CCCC1=C(C(=O)OCC)C(c2ccccc2OC)NC(=O)N1 (stereo not given) | 2% | -6% | 11% | -6% | 3% | -15% | 0% | 0 | 2% | 0.2% |
| 22 | COCCNC(=O)CN1C(=O)NC2(CCCc3ccccc32)C1=O (stereo not given) | 2% | -2% | 12% | -4% | 3% | -16% | 11% | -3 | 1% | -0.6% |
| 23 | Cc1nc(-c2coc3cc(C)c(N=O)c(O)c3/c2=N\N)cs1 | 2% | 17% | 10% | 1% | 5% | 7% | 1% | 1 | 2% | 0.0% |
| 24 | C=CCS(=O)(=O)N1CCCC(N2CCN(c3ccccc3OC)CC2)C1 (stereo not given) | -7% | -4% | -17% | -5% | 1% | 1% | 5% | -2 | ? | -0.3% |
| 25 | CCc1sc(C(=O)NCCc2ccc(S(N)(=O)=O)cc2)cc1Br | 2% | -24% | -13% | -3% | -5% | -5% | 2% | 30 | -5% | 0.0% |
| 26 | COc1ccc(-c2ccnc3nc(-n4cccc4)nn23)cc1 | nt | 20% | 19% | nt | 9% | -2% | nt | 3 | -4% | 0.7% |
| 27 | COc1ccc(NS(=O)(=O)c2cc(NC(=O)c3cnccn3)ccc2N2CCCC2)cc1 | 7%[46.1 µM] | -48% | 21% | 0% | 9% | ? | -2% | 0 | -5% | -1.0% |
| 28 | CC(C)NC(=O)CCN1C(=O)c2ccccc2Sc2ncccc21 | 1% | 7% | 8% | -4% | 5% | -4% | -6% | 8 | 2% | 0.4% |
| 29 | O=C(O)c1cc2c(ccc3ccccc32)o1 | -6% | 26% | -7% | -7% | -12% | ? | 7% | -1 | 22% | 0.1% |
| 30 | Cc1ccc(OCC(=O)NN=C2C3CC4CC(C3)CC2C4)cc1 | -4% | 0% | 40% | -3% | nt | 8% | -6% | 2 | 3% | 0.0% |
| 31 | Cc1cc(C)cc(N(CC(=O)NC(C)C)C(=O)CCC(=O)Nc2ccccn2)c1 | -3% | -6% | -15% | -3% | 0% | 4% | 3% | 5 | nt | -0.4% |
| 32 | Cc1ccc(NC(=O)CCNC(=O)Cn2ccc3ccccc3c2=O)cc1F | 0% | 50% | 11% | -2% | -2% | 26% | -1% | 0 | 0% | 0.5% |
| 33 | CC(C)=CCN1CCN(Cc2cc(C(C)C)n[nH]2)CC1CCO (stereo not given) | 8% | -13% | 11% | -2% | -3% | 2% | 1% | 0 | -1% | 0.0% |
| 34 | O=C(O)C1CCCN1S(=O)(=O)c1cccs1 (stereo not given) | nt | nt | nt | nt | 1% | 10% | -2% | -1 | 0% | -1.2% |
| 35 | Cc1ccccc1-n1nc2c(c1NC(=O)c1cc3ccccc3o1)CS(=O)(=O)C2 | -9% | -30% | -3% | -2% | nt | -14% | -10% | 0 | -7% | 0.0% |
| 36 | O=C(CS(=O)(=O)c1cn(Cc2cccc(F)c2)c2ccccc12)N1CCOCC1 | 0% | 4% | 3% | -6% | -3% | 7% | 2% | 19 | -1% | -0.8% |
| 37 | Cc1ccc(C(=O)Nc2ccccc2N2CCN(C(=O)C(C)C)CC2)cc1C | -1% | -21% | -4% | -7% | 4% | 0% | 15% | 1 | 1% | -0.6% |

Full records as entered above. Screens in order: TCR act, BRCA1 expr act, a7 integrin act, TSG101-PTAP inh, CXXC DNA block, ELG1 repair inh, AT treatment, TRPV1 ag, p53 reactivation, B2AR arrestin
Cc1ccccc1-n1nc2c(c1NC(=O)c1cc3ccccc3o1)CS(=O)(=O)C2 across the screens: -9%, -30%, -3%, -2%, nt, -14%, -10%, 0, -7%, 0.0%
O=C(CS(=O)(=O)c1cn(Cc2cccc(F)c2)c2ccccc12)N1CCOCC1 across the screens: 0%, 4%, 3%, -6%, -3%, 7%, 2%, 19, -1%, -0.8%
Cc1ccc(NC(=O)CCNC(=O)Cn2ccc3ccccc3c2=O)cc1F across the screens: 0%, 50%, 11%, -2%, -2%, 26%, -1%, 0, 0%, 0.5%
Cc1cc(C)cc(N(CC(=O)NC(C)C)C(=O)CCC(=O)Nc2ccccn2)c1 across the screens: -3%, -6%, -15%, -3%, 0%, 4%, 3%, 5, nt, -0.4%

2 records drawn at random from those above:
| nr | SMILES | TCR act | BRCA1 expr act | a7 integrin act | TSG101-PTAP inh | CXXC DNA block | ELG1 repair inh | AT treatment | TRPV1 ag | p53 reactivation | B2AR arrestin |
| --- | --- | --- | --- | --- | --- | --- | --- | --- | --- | --- | --- |
| 35 | Cc1ccccc1-n1nc2c(c1NC(=O)c1cc3ccccc3o1)CS(=O)(=O)C2 | -9% | -30% | -3% | -2% | nt | -14% | -10% | 0 | -7% | 0.0% |
| 32 | Cc1ccc(NC(=O)CCNC(=O)Cn2ccc3ccccc3c2=O)cc1F | 0% | 50% | 11% | -2% | -2% | 26% | -1% | 0 | 0% | 0.5% |
